Compound activity (PubChem)
BLM helicase inh – qHTS Assay for Inhibitors of Bloom's syndrome helicase (BLM); RecQ-like DNA helicase BLM (Homo sapiens), P54132; recombinant BLM DNA unwinding, fluorescence dequenching; Potency, µM (top dose mostly 56.1 µM), for inactives: at the highest dose activity change, negative = inhibition, hits mostly inhibitors; 0.2% of 350,000 active;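 note: plate controls were vehicle for no effect and no enzyme for full effect; nearly all actives have a fitted effect of over 35% in size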
POLI inh – qHTS for Inhibitors of Polymerase Iota. DNA polymerase iota (Homo sapiens), Q9UNA4. Pol iota fluorescent replication assay, 10 min. Potency, µM (doses to about 115 µM), without a hit: at the top dose activity, negative = inhibition, actives largely listed as inhibitors. 1% of 390,000 active
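Fluorescent replication assay read twice, at 0 min and 10 min after adding 50 nM (final) substrate. Enzyme (10 nM) and compounds were first incubated 15 min at room temperature; enzyme-free buffer wells were negative controls.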
Pol kappa inh – qHTS for Inhibitors of Polymerase Kappa; purified Pol kappa, fluorescent DNA synthesis assay, 10 min; 0.53% of 400,000 active; DNA polymerase kappa (Homo sapiens), Q9UBT6; Potency, µM (titrated, usually from 107 µM), without a hit: top-dose activity, negative = inhibition, actives largely listed as inhibitors; AID 588579, 2011; note: % is set by controls: 0 for no effect and ±100 for the full control effect
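Pol kappa 10 nM + cpd, 15 min RT; start w/ substrate 50 nM final; fluorescence kinetic read, 0 and 10 min. Neg ctrl: buffer, no enzyme.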
BAZ2B block – qHTS Assay for Inhibitors of BAZ2B; Bromodomain adjacent to zinc finger domain protein 2B (Homo sapiens), Q9UIF8; AlphaScreen BAZ2B-H3K14Ac peptide displacement; Potency, µM (titrated, usually from 114 µM), for inactives: at the highest dose activity change, negative = inhibition, most hits filed as inhibitors; 4.4% of 360,000 active; AID 504333, 2011; note: % is set by controls: 0 for no effect and ±100 for the full control effect; nearly all actives have a fitted effect of over 60% in size
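BAZ2B (50 nM) with biotin-H3(5-23)K14Ac peptide (50 nM) in PBS pH 7.4, 0.01% Tween-20, preformed 30 min, then compound 30 min at room temperature; top concentration 110uM. AlphaScreen streptavidin donor/nickel chelate acceptor beads (10 ug/mL final), 20 min dark, signal read.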
APE1 inh – qHTS Assay for Inhibitors of the Human Apurinic/apyrimidinic Endonuclease 1 (APE1) | Potency, µM (titrated, usually from 65.8 µM), without a hit: top-dose activity change, negative = inhibition, most hits filed as inhibitors | 0.35% of 350,000 active | DNA repair nuclease/redox regulator APEX1 (Homo sapiens), P27695 | recombinant APE1, TAMRA/BHQ-2 abasic DNA cleavage fluorescence | AID 2517, 2012;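 note: plate controls were vehicle for no effect and reference inhibitor for full effect; nearly all actives have a fitted effect of over 55% in size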
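Step 1: APE1 (0.75 nM) with compound, 15 min RT. Step 2: add 50 nM fluorophore/quencher THF duplex. Step 3: three fluorescence reads 60 s apart (525/598 nm); read 3 minus read 1 = reaction progress.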
POLB inh – qHTS Assay for Inhibitors of DNA Polymerase Beta | 1.3% of 340,000 active | P06746 | Potency, µM (doses to about 114 µM), inactives show at the highest dose activity change, negative = inhibition, actives largely listed as inhibitors | Pol beta primer extension/strand displacement, fluorescence kinetic; note: % is set by controls: 0 for no effect and ±100 for the full control effect
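Human Pol beta at 10 nM; strand-displacement substrate 50 nM final. Compound exposure 15 min at room temperature before start, reaction 10 min at room temperature.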
Anesthetic bind – qHTS Assay for Identification of Novel General Anesthetics; Ferritin light chain (Equus caballus), P02791; apoferritin/1-aminoanthracene competitive binding, fluorescence; Potency, µM (series often up to 77.5 µM), for inactives: at the highest dose activity change, negative = displacement, most hits filed as inhibitors; 0.074% of 350,000 active; note: % is set by controls: 0 for no effect and ±100 for the full control effect; nearly all actives have a fitted effect of over 20% in size
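Read-out: endpoint 1-AMA fluorescence, excitation 380 nm and emission 535 nm, after compounds sit 10 min at room temperature with 10 uM horse-spleen apoferritin in 50% saturated 1-AMA/PBS. Values come from four-parameter Hill fits.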
G9a inh – qHTS Assay for Inhibitors of Histone Lysine Methyltransferase G9a | Histone-lysine N-methyltransferase EHMT2 (Homo sapiens), Q96KQ7 | G9a H3K9 monomethylation, AlphaScreen, 2 h | Potency, µM (titrated, usually from 102 µM), for inactives: at the highest dose activity, negative = inhibition, hits mostly inhibitors | 8.8% of 350,000 active | AID 504332, 2011; note: % is set by controls: 0 for no effect and ±100 for the full control effect; nearly all actives have a fitted effect of over 75% in size
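Readings reflect AlphaScreen signal from monomethyl-H3K9 antibody detection. HMT at 20 nM; substrate b-H3K9 500 nM; cofactor SAM 20 uM; 2 h RT reaction; compounds tested as titrations in qHTS with 15 min preincubation.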
POLH inh – qHTS for Inhibitors of Polymerase Eta. Potency, µM (series often up to 114 µM), inactives show at the highest dose activity change, negative = inhibition, usual class: inhibitors. DNA polymerase eta (Homo sapiens), Q9Y253. AID 588591, 2011. recombinant Pol eta, fluorescent DNA replication assay. 1.2% of 390,000 active; note: % is set by controls: 0 for no effect and ±100 for the full control effect
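Fluorescent replication assay: 50 nM final substrate added after a 15 min room-temperature compound preincubation with 10 nM enzyme. Signal taken at 0 min and again at 10 min.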
Active calls of the source: *; ? = inconclusive; . = not tested or not shown; & = joins results of further samples; [ ] = remark or other dose. Calls come from the whole dose curve; as a rule, active = well fitted curve in the direction sought with a large enough effect; inconclusive = small, poorly fitted or top-dose-only effect, or another doubt; inactive = no such curve, though single readings can be large; an effect the other way counts as inactive or inconclusive. Potency is the fitted concentration of half-maximal effect. Some of the compounds tested; rates above refer to the full screens.

SMILES	BLM helicase inh	POLI inh	Pol kappa inh	BAZ2B block	APE1 inh	POLB inh	Anesthetic bind	G9a inh	POLH inh
COc1ccccc1-c1nc(NCCNC(C)=O)c2ccccc2n1	5%	.	-8%[60.1 µM]	.	6%	.	1%	.	.
O=c1[nH]nc(SCCS(=O)(=O)c2ccc(F)cc2)n1-c1ccccc1C(F)(F)F	-2%	33%[activator]	7%	-16%	-2%	1%	0%	8%	-4%
Cn1nnnc1SCc1ccc(C(=O)Nc2ccccc2F)cc1	0%	6%	2%	3%	27%	-12%	-6%	5%[59 µM]	4%
CC(=O)c1cccc(S(=O)(=O)N2CCC(C(=O)O)CC2)c1	-4%	-26%	-19%	-16%	0%	4%	-4%	-49%	-5%
O=C(NCc1ccc2c(c1)OCO2)c1ccc(N2CCCC2=O)cc1	0%	-5%	-7%	-5%	0%	18%	-23%	-31%	-8%
Cc1ccc(C(=O)CCC(=O)N2CCN(c3ccccc3O)CC2)cc1	.	-10%	7%	-2%	-2%	.	.	-46%	-19%
COC(=O)c1c[nH]n2c(=O)c(Cc3ccc(F)cc3Cl)c(C)nc12	-2%	-2%	-3%	8%	-1%	2%	-7%	-9%	0%
COc1ccc(CCC(=O)OCc2csc(CC(=O)Nc3ccccc3C)n2)cc1	-6%	0%	-9%	-3%	14%	-11%	-8%	.	-8%
C=CCN1C(=O)N/C(=C/c2ccc(C)o2)C1=O	-16%	-6%	-4%	-1%	-3%	-11%	4%	?	-1%
Cc1[nH]n(-c2ccccc2)c(=O)c1N=O	-6%	53%[activator]	-9%	-28%	9%	32%	-7%	-8%[12.7 µM]	-15%
O=C(NC1=NCCS1)c1ccccc1OCc1ccccc1Cl	-1%	-18%	-16%	15%	0%	15%	-15%	-4%	0%
Cn1ccc(C(=O)Nc2ccc3c(c2)OCCO3)n1	-3%	49%[activator]	3%	-2%	8%	4%	-7%	94%[activator]	-13%
CN(CC(=O)Nc1ccc(Cl)c(C(F)(F)F)c1)C(=O)C1CC(=O)N(C2CCCC2)C1 (stereo unspecified)	.	-28%	-10%	-5%	5%	.	.	15%[12.7 µM]	-11%
O=C1COc2ccc(C(=O)CSc3nnnn3-c3ccccc3)cc2N1	3%	-14%	-17%	-27%	-2%	-1%	?	?	-3%
O=C(CC1CC2CCC1C2)N1CCN(S(=O)(=O)c2ccccc2[N+](=O)[O-])CC1 (stereo unspecified)	.	-16%	5%	-29%	1%	.	.	-5%[12.7 µM]	-5%
COc1ccc(NC(=O)CCSc2nnnn2C)cc1	-5%	190%[activator]	1%	-15%	-7%	26%	?	2%	?
COc1ccc(CN2CCN(c3ncnc4scc(-c5ccc(F)cc5)c34)CC2)cc1	-3%	115%[activator]	-1%	?	-15%	2%	-19%	15%[2.33 µM]	-21%
Cc1ccc(SC[C@H](C)CN2CC[C@H](NC(=O)OCc3ccccc3)CCC2=O)cc1	1%	-5%&-9%	17%&2%	-33%	0%	10%	-10%	.	-21%
Cc1nc2ccccc2c(=O)n1/N=C/c1ccccc1	2%	21%	-4%	0%[57.1 µM]	-1%	9%	-6%	28%[0.501 µM]	-15%
C=CCn1c(SCC(=O)c2ccc(Br)cc2)nnc1C(CC(C)C)NC(=O)c1cccs1 (stereo unspecified)	-4%	-6%	-17%	-10%	12%	4%	?	50µM*	-24%
CCc1ccc2c(c1)c1nc(C)sc1n2CC(=O)OC	-6%	40%[activator]	?	-25%	0%	-11%	-14%	?	-12%
Cc1ccc(OCc2cnc(Cl)s2)c(C)c1	1%	15%	4%	289%[activator]	-2%	7%	-20%	-4%	-17%
N/C(=N\OC(=O)COc1ccc(Br)cc1)c1ccncc1	-4%	32%[activator]	0%	6%	3%	3%	-18%	-4%[59 µM]	-17%
COc1cc(CCC(O)CC(=O)CCc2ccccc2)ccc1O (stereo unspecified)	-15%	79µM*	-22%	-24%	14µM*	25µM*	4%	16%[12.7 µM]	-12%
O=C(COc1ccc(Cl)cc1Cl)Nc1ccc(Cl)cn1	-3%	11%	0%	0%	22%	13%	-9%	9%[59 µM]	-2%

Quoted at random: 3 compounds from above.
SMILES	BLM helicase inh	POLI inh	Pol kappa inh	BAZ2B block	APE1 inh	POLB inh	Anesthetic bind	G9a inh	POLH inh
COC(=O)c1c[nH]n2c(=O)c(Cc3ccc(F)cc3Cl)c(C)nc12	-2%	-2%	-3%	8%	-1%	2%	-7%	-9%	0%
Cc1ccc(C(=O)CCC(=O)N2CCN(c3ccccc3O)CC2)cc1	.	-10%	7%	-2%	-2%	.	.	-46%	-19%
O=c1[nH]nc(SCCS(=O)(=O)c2ccc(F)cc2)n1-c1ccccc1C(F)(F)F	-2%	33%[activator]	7%	-16%	-2%	1%	0%	8%	-4%

Further results follow.
SMILES	BLM helicase inh	POLI inh	Pol kappa inh	BAZ2B block	APE1 inh	POLB inh	Anesthetic bind	G9a inh	POLH inh
COC(=O)c1cccc(NC(=O)c2cnccn2)c1	-2%	94%[activator]	-13%	5%	-6%	31%	-9%	.	-13%
COc1cccc(-c2nn(C)c3sc(C(=O)NCc4cc(OC)ccc4OC)cc23)c1	-5%	12%	-2%	.	.	5%	38%[activator]	-22%[59 µM]	-23%
COc1ccc(N2CCN(CC(=O)c3c(C)n(C)c4ccc(OC)cc34)CC2)cc1	-4%	65%[activator]	1%	-32%	2%	-28%	-11%	8%[12.7 µM]	-16%
CCOC(=O)c1nc(Nc2ccc(C(=O)O)cc2)c2ccccc2n1	-1%	-3%	-3%	-7%	1%	80%	0%	40µM*	-8%
Cc1nn(C)c(C)c1NC(=O)c1ccc(S(=O)(=O)N(C)C)cc1	-1%	9%	-1%	-1%	-2%	-6%	0%	0%[59 µM]	0%
O=C(CN1C(=O)NC2(CCCC2)C1=O)OCCOc1ccccc1Cl	.	10%	0%	3%	0%	.	.	-6%	-13%
COCC(=O)n1nc(-c2ccccc2)nc1NCc1ccccc1	-4%	16%	0%	-3%	-4%	5%	-7%	?	-7%
O=C(Nc1ccc(F)cc1)NC1(C(=O)NCc2cccs2)CCCCC1	0%	19%	-2%	8%	-5%	-21%	-16%	1%[59 µM]	1%
N=C1C(c2ccccc2)=C(O)CN1c1cccc(S(=O)(=O)Nc2cccc(C(F)(F)F)c2)c1	2%	58%[activator]	-6%	?	15%	21%	9%	1%[59 µM]	-18%
O=C(NC1=NCCS1)c1ccc(-c2ccc(Cl)cc2)o1	-4%	13%	2%	?	-6%	2%	?	?	-9%
CCCN1C(=O)/C(=C/c2ccccc2OCc2ccc(C(=O)O)cc2)NC1=S	-6%	3%	-17%	-29%	1%	7%	?	?	-7%
O=C1N=C(N2CCCCC2)S/C1=C\c1cn[nH]c1-c1ccccc1	-3%	2%	-6%	5%	2%	-24%	2%	10%[59 µM]	-14%
O=C(Nc1ccsc1C(=O)NC1CCCCC1)c1ccccc1	-4%	12%	0%	-5%	0%	9%	-10%	9%[59 µM]	-9%
CCN1CCN(c2ncnc3c2cnn3-c2ccc(Cl)cc2)CC1	1%	-3%	-5%	-6%	2%	8%	-2%	?	-8%
Cc1ccc(C(=O)CC(=O)COc2ccc(Cl)cc2)cc1	7%	85%[activator]	-11%	236%[activator]	21%	15%	-19%	338%[activator]	-18%
COc1cc(CC(=O)OCC(=O)Nc2ccc(Cl)c(S(=O)(=O)N(C)C)c2)cc(OC)c1OC	1%	4%	-5%	-8%	10%	22%	-16%	.	-5%
Cc1ccc(C(=O)c2oc3ccccc3c2NC(=O)c2cc(=O)c3ccccc3o2)cc1	-1%	7%	-19%	-2%	.	4%	10%	-1%[59 µM]	7%
COc1ccc(-n2c(=O)c(CCC(=O)N(C)Cc3cccs3)nc3ccccc32)cc1	.	18%	2%	4%	-14%	.	.	0%[12.7 µM]	-9%
COCC(C)n1c(SCC(=O)N2CCOCC2)nc2ccccc2c1=O (stereo unspecified)	.	-18%	-6%	.	39%	.	.	.	-11%
O=[N+]([O-])c1ccc(N=Cc2sc3ccccc3c2O)cc1	-6%	38%[activator]	-13%	-24%	-3%	-1%	-9%	1%[59 µM]	5%
COc1ccc(C=Nc2cccnc2N)cc1	-3%	33%[activator]	-4%	-3%	-5%	18%	40%[activator]	.	-26%
O=C(COC(=O)CNC(=O)C1CCCCC1)Nc1cccc(F)c1	.	8%	-15%	2%	9%	.	.	-1%[12.7 µM]	-13%
O=C(NC(=S)NCCCN1CCOCC1)c1ccco1	-2%	17%	1%	-18%	-2%	3%	1%	40µM*	-13%
O=C(Nc1nc(-c2ccccc2)cs1)c1ccccc1F	-9%	?	-5%	24%	-6%	-2%	-17%	61%[activator]	-14%
c1ccc(OCCn2c(-c3ccco3)nc3ccccc32)cc1	-7%	-16%	-8%	?	-5%	?	-23%	40µM*	-19%
COc1ccc(/C=C(\C#N)C(=O)NCc2ccccc2)cc1	-2%	74%[activator]	-7%	19%	38%	4%	-1%	45%[activator]	-18%
CCOC(=O)C(O)(CCC(O)(C(=O)OCC)C(=O)OCC)C(=O)OCC	-2%	7%	-9%	-3%	2%	9%	-6%	9%	-2%
